MITF act: activators of MITF-driven TRPM1 promoter reporter, primary screen, cell-based, SK-MEL-5, luciferase, single point. SK-MEL-5 TRPM1-promoter luciferase, 24 h; % of positive control, neutral wells = 0. activation, % at 12.5 µM. hit rate 0.75% among 300,000. AID 588334, 2011;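 active = mean activation of at least 80% with every replicate also reaching 80%; inconclusive = mean reaches 80% but some replicate falls short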;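 note: 0% = neutral control wells and 100% = parthenolide positive control wells; values of inactives mirror those of a sister screen read the other way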
RTF Ca sens act: cardiac RTF calcium sensitivity activators, primary screen, biochemical, IANBD-TnC fluorescence, EC20 calcium; Troponin I, cardiac muscle (Homo sapiens) + Troponin T, cardiac muscle (Homo sapiens) + …; IANBD-labeled TnC RTF fluorescence at EC20 calcium; 0% EC20 calcium, 100% full calcium; activation, % at 7.2 µM; hit rate 0.24% among 340,000; AID 493008, 2010;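 active = activation above the mean over all tested compounds plus 3 SD, cut at about 30% in these data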;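 note: rise in fluorescence read as greater calcium sensitivity of cardiac thin filaments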
CAL PDZ FP-1: untagged CAL PDZ binding inhibitors, primary screen, biochemical, fluorescence polarization, HTS | Golgi-associated PDZ and coiled-coil motif-containing protein (Homo sapiens), Q9HD26 | purified CAL PDZ, TMR-peptide fluorescence polarization, 1 h | inhibition, % at 24.9 µM | hit rate 0.92% among 300,000 | AID 602252, 2012;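 active = mean inhibition of at least 30% with at least half of replicates also reaching 30%; inconclusive = no clear call, values can overlap the other calls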;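 note: 0% = DMSO neutral control and 100% = excess unlabeled competitor peptide PRC23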
Rtt109 Vps75: inhibitors of C. albicans Rtt109/Vps75 HAT, primary screen, biochemical, ThioGlo CoA-SH fluorescence, plate reader; Histone acetyltransferase RTT109 (Candida albicans (strain SC5314 / ATCC MYA-2876)), …; purified Rtt109/Vps75, 4 h; inhibition, % at 34.9 µM; hit rate 0.16% among 330,000; AID 540336, 2011;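 active = inhibition of at least 50% in every replicate; inconclusive = best replicate reaches 50% inhibition but some replicates fall short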
Target sequence (Q5AAJ8 whole entry, looked up): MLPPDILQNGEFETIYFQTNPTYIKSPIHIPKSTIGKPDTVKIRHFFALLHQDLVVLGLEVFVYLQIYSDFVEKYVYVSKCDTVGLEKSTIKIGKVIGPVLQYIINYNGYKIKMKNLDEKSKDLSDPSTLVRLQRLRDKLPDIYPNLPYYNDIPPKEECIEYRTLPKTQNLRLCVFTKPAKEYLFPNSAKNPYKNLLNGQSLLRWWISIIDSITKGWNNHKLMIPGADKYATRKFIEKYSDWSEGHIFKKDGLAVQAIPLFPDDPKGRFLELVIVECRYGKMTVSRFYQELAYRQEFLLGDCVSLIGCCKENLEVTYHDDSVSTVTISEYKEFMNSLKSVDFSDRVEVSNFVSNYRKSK
Wnt act: Wnt/beta-catenin pathway activators, primary screen, cell-based, plate reader, single point | Wnt/beta-catenin reporter cell assay, activator | activation, % at 9.35 µM | hit rate 1.2% among 300,000 | AID 743398, 2014; in the data active = activation above about 30%, passing the limit was not always enough; inconclusive = no clear call, values can overlap the other calls;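 note: 0% = neutral control wells and 100% = positive control wells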
CAL PDZ FP-2: CAL PDZ peptide-binding inhibitors, primary screen, biochemical, fluorescence polarization, Cer-tagged CAL PDZ, HTS; inhibition, % at 20 µM; hit rate 0.02% among 330,000; AID 504414, 2011; Golgi-associated PDZ and coiled-coil motif-containing protein (Homo sapiens), Q9HD26; purified CAL PDZ, TMR-peptide fluorescence polarization, 1 h;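 active = highest replicate inhibition of at least 40%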;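 note: plate controls were DMSO neutral control wells for no effect and unlabeled competitor peptide control wells for full effect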
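Test system: tagged CAL PDZ domain / Buffer or medium: sodium phosphate/NaCl buffer pH 7.4 with TCEP, IgG, Thesit / Reagent: TMR-labelled reporter peptide T*-PRC34 bound in PDZ groove / Compound dosing: single point, 20 µM / Schedule: 1 h incubation at room temperature before polarization reading / Technique: fluorescence polarization (mP) / Benchmarks: unlabelled peptide, DMSO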
dFosB act: activators of delta FosB homodimer, primary screen, biochemical, fluorescence polarization, TAMRA-CDK5 oligo, single point; Protein FosB (Mus musculus), P13346; purified delta FosB; percent of positive-control signal above neutral wells; activation, % at 25 µM; hit rate 0.99% among 340,000;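 active = mean activation above about 17%, with every replicate also reaching it, limit read from the data, passing the limit was not always enough; inconclusive = only one of the two conditions met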;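 note: fluorescence polarization rise as delta FosB binds a TAMRA Cdk5 AP-1 oligo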
Target sequence (P13346 whole entry, looked up): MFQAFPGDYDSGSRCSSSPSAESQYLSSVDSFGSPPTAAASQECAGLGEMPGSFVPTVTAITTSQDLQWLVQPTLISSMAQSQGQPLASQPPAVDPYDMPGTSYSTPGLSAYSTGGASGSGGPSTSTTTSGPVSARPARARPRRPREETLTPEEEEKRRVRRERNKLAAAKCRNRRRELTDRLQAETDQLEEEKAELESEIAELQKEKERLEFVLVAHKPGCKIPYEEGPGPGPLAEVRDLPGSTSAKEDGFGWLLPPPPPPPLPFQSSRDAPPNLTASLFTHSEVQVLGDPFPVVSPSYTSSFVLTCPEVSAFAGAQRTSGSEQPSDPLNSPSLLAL
V-ATPase pH: regulators of yeast V-ATPase proton pumping, primary screen, pHLuorin cytosolic pH fluorescence; S. cerevisiae; response, % at 10 µM; hit rate 0.37% among 350,000; in the data active = response mostly above about 7.3%, no sharp cut-off; inactive = mostly below about 5.4%; note: actives read high; inactives centre near 0; some compounds called inactive have numbers as strong as hits
CDK5 p35 inh: inhibitors of human CDK5/p35 kinase, primary screen, biochemical, single concentration; Cyclin-dependent kinase 5 (Homo sapiens) + Cyclin-dependent kinase 5 activator 1 (Homo …; Recombinant CDK5/p35, ADP-Glo luminescence, 60 min; inhibition, % at 10 µM; hit rate 0.01% among 330,000;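 active = highest replicate inhibition of at least 50% and at least 75% of replicates reaching 50%; inconclusive = only one of the two criteria met; inactive = both criteria failed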;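 note: plate controls were DMSO neutral control for no effect and GW8510 at 10 µM for full effect; many of its hits are not listed in these tables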
Tat transport: E. coli Tat export inhibitors, primary screen, MC4100, TorA-mCherry reporter, fluorescence, single point | inhibition, % at 10 µM | hit rate 0.036% among 340,000 | AID 488895, 2010;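 active = mean replicate inhibition at least 50% and at least half of replicates individually reaching 50%; inconclusive = only one of the two criteria met; inactive = neither criterion met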;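 note: exported cargo escapes ClpAP degradation while cytoplasmic cargo is degraded and loses fluorescence; 0% = median of neutral control wells and 100% = median of NaSCN control wells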
Starred values were filed as active, the others as inactive; ? = inconclusive; nt = no result given; & = joins results of further samples. No enrichment for hits. About 4.1% of those tested had a hit in this group.

SMILES | MITF act | RTF Ca sens act | CAL PDZ FP-1 | Rtt109 Vps75 | Wnt act | CAL PDZ FP-2 | dFosB act | V-ATPase pH | CDK5 p35 inh | Tat transport
Nc1nc(NCC2CCCO2)nc(Nc2cccc(Cl)c2)c1[N+](=O)[O-] (configuration not stated) | 1 | 4 | 0 | -4 | 3 | 0.2 | -2 | -1 | -0.1 | ?
CN(C)CCOc1cccc(Cl)c1 | -1 | 6 | nt | 0 | nt | -0.5 | 1 | 1 | -0.2 | -3
CC(C)CN1C(=O)c2ccc(NC(=O)c3ccccc3F)cc2C1=O | 69 | -2 | -2 | 2 | nt | -1.6 | 0 | 1 | 1.9 | -2
Cc1cc(/C=C\c2nc(O)c([N+](=O)[O-])c(=O)[nH]2)c(C)n1-c1ccccc1 | 1 | -1 | 2 | 17 | 0 | -0.3 | -3 | -2 | 1.3 | -8
COc1ccc(NC(=O)COC(=O)CNS(=O)(=O)c2ccccc2)cc1OC | -12 | 4 | nt | 8 | -2 | -1.2 | -3 | 1 | 0.3 | -3
CCOC(=O)Cn1cc(C(=O)C(C)(C)C)c2ccccc21 | nt | 10 | nt | -2 | -3 | -0.4 | -1 | 1 | -3.0 | -3
CC1CN(C2=NC(=O)/C(=C3/C(=O)N(Cc4ccc(F)cc4)c4ccccc43)S2)CC(C)O1 (configuration not stated) | nt | 3 | 0 | 4 | -2 | 0.0 | -1 | -3 | 0.3 | -8
Cc1ccc(S(=O)(=O)NCC(=O)OCc2csc(-c3ccccc3)n2)cc1 | 14 | -2 | -1 | 3 | nt | -2.1 | -11 | 0 | 0.7 | 5
COC(=O)c1ccc(CSCC(=O)Nc2ccccc2)cc1 | 0 | 0 | -3 | 0 | 0 | -5.8 | 0 | 0 | 0.5 | 1
COc1cc(CCC(=O)Nc2cc(Cl)ccc2N2CCN(C)CC2)cc(OC)c1OC | -3 | -4 | 0 | 1 | nt | -2.0 | -3 | 3 | -1.8 | 2
CSc1ccccc1NC(=O)CSc1nnc(Cc2ccccc2)o1 | -9 | -2 | -3 | -7 | -4 | -3.3 | -5 | 2 | -0.1 | 4
Clc1ccc(CN(Cc2ccccc2)C(c2cccs2)c2nnnn2C2CCCC2)cc1 (configuration not stated) | -8 | 11 | 3 | -8 | nt | -1.7 | -15 | -3 | 0.3 | 12
COc1ccc(CC(=O)NCC2CCCN(Cc3cccc(SC)c3)C2)cc1 (configuration not stated) | nt | 1 | -6 | -2 | -2 | nt | -7 | -2 | 0.3 | 5
O=C(O)c1cccc(NC(=O)C2C3C=CC(C3)C2C(=O)OCC(F)(F)C(F)F)c1 (configuration not stated) | -8 | 0 | 2 | 1 | -1 | -1.8 | -4 | 0 | 1.2 | 6
CCC(NS(=O)(=O)c1ccc2c(c1)NC(=O)C(C)C(=O)N2)c1cccs1 (configuration not stated) | nt | 4 | nt | -8 | 4 | 0.1 | 0 | 5 | -5.2 | 1
COC(=O)c1c(-c2ccc(OC)cc2)sc2ccc(OC)cc12 | 67 | 0 | 0 | -7 | 42* | 0.5 | 0 | -7 | -0.2 | 2
CC(=O)N1N=C(c2ccco2)CC1c1cc2ccc(C)cc2nc1Cl (configuration not stated) | nt | 0 | nt | 0 | 0 | -0.8 | -8 | -1 | 0.8 | -11
COc1ccc(C(CC(=O)O)NC(=O)c2cccs2)cc1 (configuration not stated) | -4 | -4 | nt | 2 | nt | -0.5 | 6 | 1 | 2.3 | -6
CCOC(=O)c1cccc(NC(=O)COC)c1 | 9 | -1 | 0 | 0 | nt | 0.8 | 1 | 1 | -0.6 | -2
CCCOc1ccc(C2=NNC(=O)CC2)cc1 | -61 | 1 | -2 | 37 | -29 | -2.3 | 6 | 2 | 0.8 | 8
CN(C)C(CNc1ccc(C(F)(F)F)cn1)c1ccccc1 (configuration not stated) | 17 | -5 | -3 | -4 | 14 | -1.5 | -8 | -6 | 0.3 | 6
CN1CCN(CC(=O)Nc2cc(N3CCOCC3)ccc2[N+](=O)[O-])CC1 | 4 | 4 | -4 | nt | -4 | 0.3 | 6 | -4 | -1.0 | -16
S=C(NCc1ccco1)N1CCN(Cc2ccco2)CC1 | nt | 4 | -3 | nt | -3 | -3.1 | 0 | -3 | -0.1 | 10
O=C(Nc1cccc(S(=O)(=O)N2CCCCC2)c1)c1ccco1 | 8 | 1 | -1 | 2 | 4 | -0.3 | -6 | -2 | -3.6 | -5
CCC(Cc1ccccc1)NC(=O)C1CCN(c2nn3c(=O)cc(C)nc3s2)CC1 (configuration not stated) | 1 | -5 | -3 | 7 | 0 | -3.0 | 3 | -1 | 0.2 | 5
O=C(Nc1ccccc1)c1nnn(Cc2ccccc2)c1NC(=O)C(F)(F)F | nt | 3 | -2 | 10 | 21 | -2.6 | 0 | -3 | 0.0 | 2
O=C(Nc1cccc(F)c1)/C(=C\c1ccco1)NC(=O)c1ccco1 | 3 | 1 | 0 | nt | -1 | -2.8 | -7 | 1 | 2.5 | 2
COC(=O)c1cscc1S(=O)(=O)Cc1ccccc1 | nt | -4 | -6 | 0 | 0 | -1.7 | 1 | 2 | 0.0 | 2
Cc1ccc(S(=O)(=O)N2C=CC(C(F)(F)F)=NCC2)cc1 | -1 | -4 | 0 | 18 | nt | -2.2 | -10 | -5 | 0.8 | -7
CSc1ccccc1-c1n[nH]c(=S)o1 | -12 | 4 | 2 | nt | 3 | -0.2 | -2 | -2 | -0.3 | 4
O=C1CCC(=O)N1CC(O)COc1ccccc1 (configuration not stated) | 29 | 22 | -4 | -2 | 4 | -0.7 | -1 | -3 | -1.1 | -1
CCn1nc(NS(=O)(=O)c2ccc(C)cc2)c2cc3ccccc3nc21 | -2 | 0 | 4 | -2 | 0 | 0.0 | -5 | -1 | 0.3 | -14
O=C(OCC#CCSc1nnc(-c2cccc3ccccc23)o1)c1cc2ccccc2o1 | 5 | -1 | 11 | 2 | 2 | 0.4 | -6 | 0 | -1.7 | -4
CC(C)n1c(SCC(=O)NC2CC2)nnc1C1CC1 | -4 | -2 | -2 | -25 | 0 | 1.0 | 2 | -1 | 0.6 | 6
COc1cccc(C=NNC(=S)NN=Cc2cccc(OC)c2OC)c1OC | 0 | 7 | -9 | 7 | 4 | -0.1 | -11 | 2 | -0.2 | -2
CC(C)CC1=NN2C(=N)/C(=C\c3coc4ccccc4c3=O)C(=O)N=C2S1 | -12 | 230* | 2 | 25 | 3 | -4.8 | -6 | 0 | -4.6 | 4

Reprinted from above, 2 compounds:
SMILES | MITF act | RTF Ca sens act | CAL PDZ FP-1 | Rtt109 Vps75 | Wnt act | CAL PDZ FP-2 | dFosB act | V-ATPase pH | CDK5 p35 inh | Tat transport
CCn1nc(NS(=O)(=O)c2ccc(C)cc2)c2cc3ccccc3nc21 | -2 | 0 | 4 | -2 | 0 | 0.0 | -5 | -1 | 0.3 | -14
O=C(OCC#CCSc1nnc(-c2cccc3ccccc23)o1)c1cc2ccccc2o1 | 5 | -1 | 11 | 2 | 2 | 0.4 | -6 | 0 | -1.7 | -4

(cont.)
SMILES | MITF act | RTF Ca sens act | CAL PDZ FP-1 | Rtt109 Vps75 | Wnt act | CAL PDZ FP-2 | dFosB act | V-ATPase pH | CDK5 p35 inh | Tat transport
CC(C)CC(C(=O)N1CCc2ccccc2C1)N1C(=O)c2ccccc2C1=O (configuration not stated) | -9 | 6 | -2 | -10 | nt | 0.6 | -10 | 0 | 0.5 | 3
CC(=O)Nc1ccc(S(=O)(=O)Nc2nc3ccccc3nc2Nc2ccc(S(N)(=O)=O)cc2)cc1 | -1 | 1 | -2 | 6 | -3 | 1.1 | 2 | 4 | -0.9 | -7
CCOC(=O)c1c(NC(=O)COC(=O)CCOc2ccccc2C)sc(C(=O)NC)c1C | 6 | -7 | nt | -12 | -1 | 0.4 | 1 | -2 | -5.3 | 3
C#C[C@]1(O)CC[C@H]2[C@@H]3CCc4cc(OC5CCCC5)ccc4[C@H]3CC[C@@]21C | -4 | 4 | -5 | -7&-1 | -5 | -0.1 | 2 | -2 | -0.3 | 2&-6
OC(C#CCN1CCOCC1)c1cccs1 (configuration not stated) | nt | 4 | 1 | 3 | -4 | 0.6 | -6 | 2 | 0.6 | -4
O=C(CCn1c(=O)c2ccccc2n(Cc2ccccc2)c1=O)NC1CCN(Cc2ccccc2)CC1 | 3 | -1 | nt | -28 | ? | -1.6 | -13 | 1 | 1.2 | 10
Cc1ccc(NC2CCCN(C(=O)CCc3scnc3C)C2)cc1C (configuration not stated) | 3 | -1 | -1 | -1 | 0 | -4.1 | -10 | 2 | -0.8 | 11
COc1ccccc1CNC(=O)c1ccc(OCc2c(C)noc2C)c(OC)c1 | 2 | 0 | -1 | -1 | -1 | -2.2 | -5 | -2 | 0.2 | -8
Cc1c(C(=O)N2CCN(S(=O)(=O)c3ccccc3)CC2)oc2ccccc12 | 4 | -4 | -4 | nt | -2 | -1.5 | 0 | 1 | 0.8 | -2
Cc1ccc(Cl)cc1NC(=O)CNC(=O)N1CC(=O)Nc2ccccc21 | -17 | -6 | -2 | -3 | 0 | -1.4 | 2 | 2 | -4.4 | 2
Cc1ccc2nc(NC(=O)C3CCCN3C(=O)OC(C)(C)C)sc2c1 (configuration not stated) | 37 | 6 | 3 | nt | 0 | -1.0 | -6 | -3 | 0.0 | 7

Individual results from above.
CAL PDZ FP-2, O=C(CCn1c(=O)c2ccccc2n(Cc2ccccc2)c1=O)NC1CCN(Cc2ccccc2)CC1 reads -1.6
dFosB act, Cc1ccc2nc(NC(=O)C3CCCN3C(=O)OC(C)(C)C)sc2c1 (configuration not stated) reads -6
dFosB act, CC(C)CC(C(=O)N1CCc2ccccc2C1)N1C(=O)c2ccccc2C1=O (configuration not stated) reads -10
RTF Ca sens act, Cc1c(C(=O)N2CCN(S(=O)(=O)c3ccccc3)CC2)oc2ccccc12 reads -4
dFosB act, COc1ccccc1CNC(=O)c1ccc(OCc2c(C)noc2C)c(OC)c1 reads -5

High-throughput results deposited in PubChem BioAssay by several laboratories.
